# NR2F2 inh – NR2F2 transcriptional activity inhibitors, primary screen, cell-based, luciferase reporter, HEK293T, luminescence; COUP transcription factor 2 (Homo sapiens), P24468; 370,000 tested, 0.7% active; HEK293T NGFI-A luciferase reporter; inhibition, % at 8.6 µM; AID 686940, 2013;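 active = inhibition above a per-plate cutoff, mean inhibition of test wells between control levels plus 3 SD, cut at about 38% in these data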;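 also: cells cotransfected with COUP-TFII expression vector driving the NGFI-A reporter; 0% = median of COUP-TF2 test wells and 100% = reporter-only cells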
# TWEAK-Fn14 inh – inhibitors of TWEAK-Fn14 signaling, primary screen, luciferase reporter cells, uHTS; inhibition, % at 10 µM; TWEAK-stimulated Fn14 reporter cells, luciferase luminescence, 8 h; 360,000 tested, 2% active; in the data active = inhibition above about 50%
# Granule exo inh – LAMP-1 surface exposure blockers, TALL-104 cells – cell-based, flow cytometry, MLPCN library, primary screen. TALL-104 LAMP-1 surface exposure; cells stimulated with thapsigargin and PMA. inhibition, % at 10 µM. 360,000 tested, 0.66% active;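 active = inhibition above about 55%, limit read from the data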
# SRC3 inh – SRC3 coactivator transcriptional activity inhibitors, primary screen, cell-based, luminescence | 360,000 tested, 0.17% active | HEK293 GAL4-SRC3 luciferase reporter | Nuclear receptor coactivator 3 (Homo sapiens), Q9Y6Q9 | inhibition, % at 3.6 µM;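 active = inhibition above a per-campaign cutoff, the mean of all compounds plus 3 SD, cut at about 60% in these data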;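 also: 0% = DMSO-treated cells and 100% = gossypol-treated cells at 36 µM; higher means less SRC3-driven luciferase light from the GAL4 reporter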
# SRC2 inh – inhibition of GAL4-SRC2 driven luciferase reporter, primary screen, SRC2 inhibitor project, cell-based, luminescence; Nuclear receptor coactivator 2 (Homo sapiens), Q15596; HEK293 GAL4-SRC2 luciferase reporter; inhibition, % at 9 µM; 370,000 tested, 0.17% active; AID 651957, 2012;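 active = inhibition above the mean inhibition of all tested compounds plus 3 SD, set per campaign, cut at about 52% in these data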;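 also: 0% = DMSO treated cells and 100% = cells given Gossypol at 36 µM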
# TLR9-MyD88 block – inhibitors of TLR9-MyD88 association in cells, primary screen, cell-based, CHO, BLA complementation, fluorescence | CCF4 FRET ratio | inhibition, % at 4.98 µM | 340,000 tested, 0.21% active;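 active = inhibition above the mean over all tested compounds plus 3 SD, cut at about 21% in these data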;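 also: 0% = DMSO only wells and 100% = clavulanate BLA inhibitor control wells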
# SRC1 inh – SRC1 coactivator transcriptional activity inhibitors, primary screen, cell-based, luminescence; Nuclear receptor coactivator 1 (Homo sapiens), Q15788; HEK293 GAL4-SRC1 luciferase reporter; inhibition, % at 3.6 µM; 360,000 tested, 0.12% active;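 active = inhibition above the campaign mean plus 3 SD, with each screening campaign given its own cutoff, cut at about 60% in these data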;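 also: 0% = DMSO treated cells and 100% = gossypol at 36 µM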
# Target sequence (Q15788 whole entry, looked up, the tested form may be a part): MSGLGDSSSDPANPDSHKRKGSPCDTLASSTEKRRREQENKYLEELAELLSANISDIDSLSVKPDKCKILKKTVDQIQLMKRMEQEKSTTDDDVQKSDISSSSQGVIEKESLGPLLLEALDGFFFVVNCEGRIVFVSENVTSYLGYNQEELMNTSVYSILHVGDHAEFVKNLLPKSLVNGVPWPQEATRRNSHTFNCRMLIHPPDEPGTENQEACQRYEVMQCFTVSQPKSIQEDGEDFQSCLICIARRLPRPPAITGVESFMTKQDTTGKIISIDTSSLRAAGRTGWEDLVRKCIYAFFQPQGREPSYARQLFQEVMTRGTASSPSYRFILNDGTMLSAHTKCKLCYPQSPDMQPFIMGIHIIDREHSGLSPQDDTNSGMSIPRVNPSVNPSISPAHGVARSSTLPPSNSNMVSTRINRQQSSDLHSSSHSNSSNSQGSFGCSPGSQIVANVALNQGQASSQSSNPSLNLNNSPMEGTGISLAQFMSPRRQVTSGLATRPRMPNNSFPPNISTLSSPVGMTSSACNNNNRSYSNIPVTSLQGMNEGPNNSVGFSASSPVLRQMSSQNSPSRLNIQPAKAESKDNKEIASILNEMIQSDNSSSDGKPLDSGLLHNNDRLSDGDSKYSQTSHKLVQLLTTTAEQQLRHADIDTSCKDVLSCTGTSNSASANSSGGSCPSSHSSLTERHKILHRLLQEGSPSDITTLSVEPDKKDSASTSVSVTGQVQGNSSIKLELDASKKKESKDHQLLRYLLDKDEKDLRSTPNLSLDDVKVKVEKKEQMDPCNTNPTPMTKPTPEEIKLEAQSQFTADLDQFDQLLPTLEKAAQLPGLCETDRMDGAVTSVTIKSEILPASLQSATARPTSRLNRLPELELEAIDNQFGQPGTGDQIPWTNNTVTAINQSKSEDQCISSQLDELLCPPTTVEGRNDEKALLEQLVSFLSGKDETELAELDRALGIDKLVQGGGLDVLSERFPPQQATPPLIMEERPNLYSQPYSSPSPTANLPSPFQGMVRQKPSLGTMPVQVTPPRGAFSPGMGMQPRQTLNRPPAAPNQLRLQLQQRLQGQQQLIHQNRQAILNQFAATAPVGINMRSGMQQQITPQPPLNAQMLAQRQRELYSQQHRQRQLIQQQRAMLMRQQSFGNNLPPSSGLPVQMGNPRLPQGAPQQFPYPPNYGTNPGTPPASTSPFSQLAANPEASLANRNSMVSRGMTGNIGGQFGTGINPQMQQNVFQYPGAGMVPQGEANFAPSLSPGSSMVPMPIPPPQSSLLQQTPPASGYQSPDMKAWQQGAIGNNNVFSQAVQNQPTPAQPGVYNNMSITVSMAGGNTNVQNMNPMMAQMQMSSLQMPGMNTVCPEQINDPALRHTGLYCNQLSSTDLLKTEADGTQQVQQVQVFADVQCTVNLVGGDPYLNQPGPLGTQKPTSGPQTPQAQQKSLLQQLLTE
# TROY NFkB inh – inhibitors of TROY-driven NF-kB signaling, primary screen, Q293 LMP1-TROYcd cells, NF-kB luciferase, uHTS; Q293 LMP1-TROYcd NF-kB luciferase reporter, 4 h; inhibition, % at 10 µM; AID 1347056, 2019; 360,000 tested, 0.98% active;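 active = compounds whose plate-normalised and pattern-corrected inhibition of the luciferase reporter signal at the single screening dose is 50% or more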
# NOD2 RIPK2 PPI – NOD2-RIPK2 binding disruptors in cells, primary screen, fluorescence, CHO cells, BLA complementation. Receptor-interacting serine/threonine-protein kinase 2 (Homo sapiens), O43353. CCF4 ratio. inhibition, % at 4.98 µM. 360,000 tested, 0.38% active; in the data active = inhibition above about 21%;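 also: 0% = vehicle only and 100% = reference blocker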
# LRH-1 inv ag – LRH-1 (NR5A2) inverse agonists, primary screen, cell-based, luminescence, HEK293T, StAR-luciferase reporter; Nuclear receptor subfamily 5 group A member 2 (Homo sapiens), O00482; LRH-1 transfected, 24 h; inhibition, % at 3.6 µM; 360,000 tested, 0.13% active; AID 602396, 2012;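 active = inhibition above the mean inhibition of all tested compounds plus 3 SD, cut at about 73% in these data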;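 also: 0% = DMSO wells and 100% = reporter-only cells lacking LRH-1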
# ABHD5-PLIN5 inh – ABHD5-PLIN5 interaction inhibitors, primary screen, cell lysate, split luciferase complementation, luminescence. Perilipin-5 (Homo sapiens) + 1-acylglycerol-3-phosphate O-acyltransferase ABHD5 (Homo …. Split G. princeps luciferase complementation, 4 h. inhibition, % at 4 µM. 360,000 tested, 0.78% active. AID 602281, 2012;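 active = inhibition above the mean inhibition across every tested compound plus 3 SD, cut at about 22% in these data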;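 also: 0% = DMSO only wells and the 100% control is not disclosed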
# An asterisk follows results filed as active; nt = no result given.
SMILES,NR2F2 inh,TWEAK-Fn14 inh,Granule exo inh,SRC3 inh,SRC2 inh,TLR9-MyD88 block,SRC1 inh,TROY NFkB inh,NOD2 RIPK2 PPI,LRH-1 inv ag,ABHD5-PLIN5 inh
O=C(O)CN1C(=O)C2C3CC(C2C1=O)C1C(c2ccc(F)cc2)c2sc(=O)[nH]c2SC31 (stereo not given),10.8,2.2,1.6,12.1,-21.0,-3.2,-5.2,2.9,1.7,16.7,-12.7
O=C(NCc1cccnc1)NC(C(F)(F)F)C(F)(F)F,-24.9,8.7,-1.4,-1.0,-27.2,-7.2,10.0,-3.5,-0.1,16.3,-0.6
O=C(COc1ccccc1)Nc1nnc(-c2ccc(F)cc2)o1,-13.1,3.0,4.2,-9.6,-7.0,-9.5,-14.9,-11.7,-9.2,15.1,-3.3
CCCn1nnc(NC(=O)c2cc3ccccc3o2)n1,-28.8,19.7,-1.9,-79.6,-46.1,-2.8,-82.0,-22.1,-2.1,-113.6,-4.2
CC(O)c1nc2ccccc2n1C(C)c1ccccc1 (stereo not given),17.0,-1.4,-9.2,-11.8,-18.2,7.3,-12.3,-5.9,-2.6,-10.7,-1.4
O=C(CSc1ccccn1)Nc1cccc(NC(=O)CSc2ccccn2)n1,-0.9,46.6,5.6,-3.3,-9.1,5.5,6.2,-35.0,-13.0,18.5,2.6
CC1(C)OC2C(O1)[C@@H](CO)O[C@H]2n1cnc2c(N)ncnc21 (stereo not given in full),9.0,-2.1,-3.3,15.7,-10.3,-6.8,-6.0,26.5,-8.5,0.0,4.6
O=C(CCc1ccc(S(=O)(=O)NCc2ccccc2)cc1)NCc1ccc2c(c1)OCO2,15.7,-1.3,0.4,-1.2,0.3,-3.7,0.6,3.3,-4.3,6.7,0.1
COc1ccc(CCNC(=O)C2CCC(=O)N2Cc2ccccc2Cl)cc1OC (stereo not given),-4.5,-10.7,30.1,-3.2,4.2,-0.1,-2.7,-18.3,-13.7,4.7,-0.1
O=C1S/C(=C\c2ccccn2)C(=O)N1Cc1ccccc1F,-5.2,23.7,-2.4,2.6,-9.8,-4.4,-10.3,-46.0,-2.9,10.8,-2.8
CCn1cc([N+](=O)[O-])c(C(=O)Nc2ccn(C34CC5CC(CC(C5)C3)C4)n2)n1,1.8,1.9,-1.1,-1.0,21.7,5.2,-6.9,-4.0,2.9,6.2,-2.1
S=c1[nH]nc(-c2cccnc2)n1/N=C/C=C/c1ccco1,-1.4,0.5,-0.7,12.3,9.3,4.6,-10.8,-3.5,-8.7,-2.8,-3.8
COc1ccc(-c2cc(C(=O)NCCN3CCOCC3)c3ccccc3n2)cc1,-21.4,1.6,-1.2,-15.3,-28.3,5.2,-15.3,-26.1,-4.6,-1.2,4.7
CSc1cccc(NC(=O)CN(C)S(=O)(=O)c2ccc(F)cc2)c1,13.3,-5.0,-3.0,-6.6,-19.3,3.0,0.3,-28.3,4.2,3.6,1.8
O=C(COC(=O)C1CC(=O)N(Cc2ccco2)C1)c1ccc(OC(=O)c2ccccc2)cc1 (stereo not given),2.0,-22.8,0.5,-14.8,-9.1,6.3,5.0,-38.2,-4.3,14.4,4.6
CCOc1ccc(N(CC(=O)OC)S(=O)(=O)c2ccc3c(c2)n(C)c(=O)c(=O)n3C)cc1,-21.7,79.9*,-6.4,-4.9,1.4,3.0,-6.0,-16.4,-20.2,-9.3,4.5
Cc1ccc(CN(C)CCc2ccccn2)cc1,-3.5,5.8,-6.5,2.1,12.7,3.6,-4.7,6.2,5.9,13.4,-0.8
O=C1CN(C(=S)Nc2ccc(OC(F)F)cc2)CCN1,5.9,4.5,0.1,6.2,-13.6,-2.4,-22.5,-4.1,3.5,-3.3,0.1
COc1ccc(C(=O)CNc2ccccc2Br)cc1,-1.9,-17.4,-14.3,-29.9,-33.5,2.7,-49.4,-32.0,1.7,-30.8,5.4
O=C(O)c1ccc(Cn2cc(/C=C\[N+](=O)[O-])c3ccccc32)o1,-5.3,4.4,-2.7,3.7,-4.5,-11.9,-0.1,15.8,6.4,11.4,19.1
CCN1C(=O)C2(SC(NC(C)=O)=NN2C(C)=O)c2cc(C)ccc21 (stereo not given),9.2,12.8,0.8,1.5,-8.5,3.5,-11.8,-6.4,2.2,-2.1,3.8
CCC(=O)N1c2ccc(S(=O)(=O)CCC(=O)Nc3nccs3)cc2CC1C (stereo not given),9.3,6.6,0.2,-3.1,13.9,4.3,-12.2,15.1,2.0,-17.9,-0.1
CC1CCN(C(=O)c2ccc(S(=O)(=O)N(C)C)cc2)C(C)C1 (stereo not given),5.3,14.3,-0.1,3.2,-21.7,0.1,1.6,9.5,-7.0,6.8,2.3
Cc1ccc(Cl)cc1-c1cc(C(=O)NCc2ccco2)[nH]n1,-27.1,-23.9,-0.9,6.9,2.3,nt,-4.2,-3.3,4.1,-29.8,-3.8
Cc1ccccc1-c1nc(CN2CCC(C(=O)NCc3ccco3)CC2)c(C)o1,nt,3.7,-0.5,4.1,nt,2.2,7.9,-17.1,-7.3,0.9,7.4
COC(=O)/C(=C\Nc1ccc(Oc2ccc(F)cc2F)nc1)NC(=O)c1ccccc1,14.1,4.4,-4.7,15.7,-11.0,nt,10.6,-2.8,-12.5,7.2,-2.8
CCOc1cc(NC(=O)C2CC2)c(OCC)cc1NC(=O)c1ccccn1,6.6,25.8,2.2,-20.8,-17.6,-8.8,-5.4,3.8,6.5,-1.0,-6.6
CCCn1nc(C(=O)NCCN2CCOCC2)c2ccccc2c1=O,8.1,-6.9,0.0,-7.0,4.6,-8.6,1.1,4.0,-3.0,0.6,-2.2
N#Cc1ccc(-c2ccccc2)nc1SCC(=O)c1cccc(Cl)c1,-16.2,-5.6,-3.0,8.2,-3.8,18.4,-3.3,-18.5,8.1,-4.7,0.8
C=CCn1c(=O)c2ccccc2n2c(SCc3c(C(=O)OCC)oc4ccccc34)nnc12,-2.4,14.6,-1.1,-4.3,2.2,-3.5,4.9,-11.1,8.9,13.5,2.5
O=C(COC(=O)CCN1C(=O)C2CC=CCC2C1=O)NCCc1ccc(F)cc1 (stereo not given),3.2,-13.9,2.5,5.0,-33.8,-1.9,-4.9,9.1,0.8,54.4,-2.4
O=C(CN1c2ccccc2Sc2ccccc21)NNC(=S)Nc1ccc(Cl)cc1,8.3,19.6,-7.2,-0.9,6.9,-8.6,-3.8,42.7,-1.4,1.3,-10.7
CCNC(=O)C1(C)CCCN(C(=O)c2cc(-c3cccs3)oc2C)C1 (stereo not given),-8.4,43.8,6.7,14.8,15.4,nt,10.5,5.3,3.1,6.0,8.3
CCC(C(=O)NC(C)(C)C)n1c(C(c2ccccc2)c2ccccc2)nc2ccccc21 (stereo not given),0.2,nt,11.4,nt,6.8,nt,nt,nt,-13.5,3.1,-4.4
Cc1nnc(NCC=Cc2ccccc2)s1,-23.6,15.7,4.4,-0.1,-15.0,nt,-13.3,-18.8,4.6,-8.4,-0.2
COc1ccc(NC(=O)CN(C)C(=O)c2cccnc2Sc2ccc(C)c(C)c2)cc1,-1.1,-15.8,-2.5,23.0,-19.1,-7.9,-26.5,-14.4,1.6,1.7,-16.1
CCN(CC)Cc1cc(Oc2ccc(O)c(CN(CC)CC)c2)ccc1O,nt,-5.9,3.3,0.3,nt,nt,0.5,0.6,-3.4,11.1,-3.8
COc1ccc(-c2ccnc3[nH]n(-c4ccccc4)c(=O)c23)cc1,-7.7,8.0,-5.2,-0.1,-28.3,-4.8,-16.7,-39.1,-4.4,3.6,3.4
COC(=O)c1ccc(C(=O)Nc2ccc3nc(-c4ccncc4)[nH]c3c2)cc1,0.7,35.2,-8.4,-0.5,-16.7,0.8,0.4,-6.1,0.9,15.4,2.9
CN(C)C(=O)C(Sc1ccc(S(=O)(=O)N2CCCC2)cn1)c1ccccc1 (stereo not given),8.3,-12.5,-5.6,-10.5,-30.8,-1.4,6.0,11.9,-1.7,13.4,-8.5
Cc1ccccc1C(C)(O)c1cnc(C)n1Cc1ccccc1 (stereo not given),18.0,-21.5,-3.7,6.6,-5.4,-4.8,-2.8,-4.8,0.5,7.9,-1.4
COc1cc(N)cc(NC(=O)c2ccncc2)c1,-0.3,-8.6,-0.2,2.1,-17.5,5.3,-11.7,-2.9,-0.5,-12.2,0.4
COc1cccc(N/C(SCc2cccc([N+](=O)[O-])c2)=C(/C#N)C(=O)NCc2cccs2)c1,-7.5,-3.6,5.9,5.4,19.9,-3.0,-4.0,8.4,-11.7,17.2,0.6
CN(C)CCN(C(=O)C1CCN(S(=O)(=O)c2cccs2)CC1)c1nc2c(F)cccc2s1,-26.2,-11.3,11.2,-4.3,-36.1,-4.8,-10.5,5.5,-7.8,-22.9,-19.4
O=C(O)C1CCC(=O)N1C1c2ccccc2Oc2ccccc21 (stereo not given),-14.8,-3.9,-3.3,23.6,-0.6,-10.4,14.2,8.8,-15.6,3.2,-2.4
Cc1ccc(C(=O)Nc2nc(-c3ccccn3)cs2)s1,-29.2,-11.8,1.8,-14.8,-11.0,2.4,-12.4,-34.6,1.1,15.3,10.6
CC(C)c1ccc(NC(=O)CNC(=O)Cn2cnc3ccccc3c2=O)cc1,5.7,-4.3,0.7,19.3,-19.6,1.2,17.9,-6.7,-2.0,13.5,2.5
c1ccc(CNc2ncnc3c2cnn3Cc2ccccc2)cc1,1.7,6.8,-1.0,14.0,17.5,-1.7,-12.5,3.5,-2.8,28.2,6.5
COc1cccc(N2CC(C(=O)Nc3c(C)cccc3C)CC2=O)c1 (stereo not given),2.5,-0.8,0.9,7.3,-10.4,4.3,-4.1,14.1,-3.3,-12.7,-5.0
CN(CC(=O)Nc1ccccc1Cl)C(=O)CSc1nncs1,3.4,-18.1,-0.9,-16.4,-14.3,-4.4,-9.7,34.7,2.9,-12.3,-11.9

# Screening data: PubChem BioAssay, several laboratories

# The list is partial. The share of hits here may be higher or lower than overall.
